# Source: PubChem (Sanford-Burnham Center for Chemical Genomics)
# SENP6 block: blocks the human protease SENP6 | Recombinant SENP6 catalytic domain, aminoluciferin luminescence | inhibition, % at 10 µM | hit rate 1.8% among 330,000 | AID 2599;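 active = inhibition above about 50% at the single tested dose, limit read from the data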;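 also: plate controls were DMSO wells with enzyme for no effect and DMSO wells lacking enzyme for full effect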
# SENP7 inh: inhibitors of human SENP7 protease. Q9BQF6. recombinant SENP7, Z-RLRGG-aminoluciferin luminescence, 40 min. inhibition, % at 5 µM. hit rate 1.5% among 330,000;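 active = inhibition above about 50% at the single test dose, limit read from the data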;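 also: plate controls were DMSO with enzyme for no effect and no enzyme buffer wells for full effect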
# PfG6PD inh: PfG6PD (Plasmodium falciparum) enzyme inhibition. hit rate 0.78% among 350,000. inhibition, % at 20 µM. PfGluPho enzyme, NADPH resazurin-diaphorase fluorescence. AID 504690;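 active = inhibition reaching at least a set limit at 20 µM in the primary screen, cut at about 59% in these data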;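 also: 0% = DMSO wells with substrate and 100% = DMSO wells lacking glucose-6-phosphate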
# ATG4B inhibitor: blocks human ATG4B protease cleavage of LC3 substrate. inhibition, % at 8.33 µM. hit rate 0.51% among 340,000. Q9Y4P1. ATG4B cleavage of LC3-PLA2, NBD-HPC fluorescence, 1 h; in the data active = inhibition above about 40%
# SENP8 block: SENP8 (human) protease inhibition; recombinant SENP8, Nedd8 substrate fluorescence; hit rate 0.64% among 360,000; inhibition, % at 20 µM; Q96LD8; in the data active = inhibition mostly above about 40%, no sharp cut-off; inactive = mostly below about 27%
# MPTP inh: blocks calcium-induced mitochondrial swelling. isolated mouse mitochondria, Ca2+ swelling absorbance, 30 min. inhibition, % at 10 µM. hit rate 1.4% among 360,000;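 active = inhibition of 50% or more, scaled per plate between neutral and stimulator controls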;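 also: 0% = DMSO wells given calcium and 100% = 1 mM EGTA wells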
# HKDC1 inh: blocks human hexokinase HKDC1 activity; Q2TB90; recombinant HKDC1, G6PDH/diaphorase resazurin coupled fluorescence; hit rate 0.16% among 340,000; inhibition, % at 20 µM; AID 493160;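 active = inhibition above about 35% when tested at 20 µM, limit read from the data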;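 also: plate controls were DMSO wells with enzyme for no effect and DMSO wells lacking enzyme for full effect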
# Target sequence (Q2TB90 whole entry, looked up): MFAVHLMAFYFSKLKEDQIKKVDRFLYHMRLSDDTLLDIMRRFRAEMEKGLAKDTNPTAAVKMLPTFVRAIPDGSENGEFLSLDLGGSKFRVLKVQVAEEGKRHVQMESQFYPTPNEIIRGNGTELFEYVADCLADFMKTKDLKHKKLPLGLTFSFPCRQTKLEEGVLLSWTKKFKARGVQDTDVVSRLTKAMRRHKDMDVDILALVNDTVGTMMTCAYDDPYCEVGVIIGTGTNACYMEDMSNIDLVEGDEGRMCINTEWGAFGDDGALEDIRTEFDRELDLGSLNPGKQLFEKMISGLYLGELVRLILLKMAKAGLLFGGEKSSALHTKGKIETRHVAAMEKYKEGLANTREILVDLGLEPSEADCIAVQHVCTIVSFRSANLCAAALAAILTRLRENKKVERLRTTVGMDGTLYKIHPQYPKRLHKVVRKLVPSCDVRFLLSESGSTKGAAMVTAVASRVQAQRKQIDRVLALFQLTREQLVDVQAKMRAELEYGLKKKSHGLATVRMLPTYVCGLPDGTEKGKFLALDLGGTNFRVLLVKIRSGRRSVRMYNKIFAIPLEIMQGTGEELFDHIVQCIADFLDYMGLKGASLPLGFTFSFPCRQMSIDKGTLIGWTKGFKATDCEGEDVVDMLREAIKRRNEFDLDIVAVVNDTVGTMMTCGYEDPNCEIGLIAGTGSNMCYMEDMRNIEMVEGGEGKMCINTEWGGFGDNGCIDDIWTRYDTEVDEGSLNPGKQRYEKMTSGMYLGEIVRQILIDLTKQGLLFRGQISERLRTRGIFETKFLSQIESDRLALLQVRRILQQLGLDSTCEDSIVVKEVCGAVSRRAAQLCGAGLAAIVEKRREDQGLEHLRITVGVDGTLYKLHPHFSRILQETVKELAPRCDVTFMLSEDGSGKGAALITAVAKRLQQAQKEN
#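 System: Recombinant HKDC1 hexokinase | Amount: HKDC1 at 5 µg/mL | Reagent: Glucose with 1 mM ATP | Doses: Single 20 µM dose | Incubation: Reaction time 90 min, room temperature, protected from light | Signal: Coupled resazurin fluorescence, excitation 525 nm, emission 613 nm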
# GRIN3A LBD mod: modulates the human NR3A ligand-binding domain; NR3A LBD differential scanning fluorimetry, Tm shift; 0% = protein alone, 100% = glycine-bound protein; Tm shift relative to glycine control, % at 25 µM; hit rate 2.5% among 340,000;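 active = melting temperature shift of at least 10% of the positive control shift, at one fixed dose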
# Numbers without * were called inactive; / = not tested or not shown; & = joins results of further samples.
# Short keys – A = SENP6 block; B = SENP7 inh; C = PfG6PD inh; D = ATG4B inhibitor; E = SENP8 block; F = MPTP inh; G = HKDC1 inh; H = GRIN3A LBD mod
structure: CC(Cc1ccccc1)NC(=O)CSc1nc2nc3c(cc2c(=O)n1-c1ccccc1)COC(C)(C)C3 (configuration not stated)
  A: -7	B: 1	C: -1	D: 8	E: 8	F: -0.3	G: 1	H: -2

structure: CC(=O)Nc1ccc(-c2cn3ccsc3n2)cc1
  A: -6	B: 12	C: 10	D: -8	E: -5	F: -0.9	G: -3	H: -18

structure: Cc1cc(=O)n(C)c(=O)n1CC(=O)N1CCCCCC1
  A: -7	B: -6	C: -2	D: -9	E: 31	F: -1.4	G: -2	H: 1

structure: O=C(COc1ccc2c(c1)OCO2)Nc1ccccc1C(F)(F)F
  A: -34	B: -13	C: 9	D: -7	E: 11	F: 1.3	G: -6	H: 5

structure: COc1ccc(S(=O)(=O)N2CCCC(C(F)(F)F)C2)cc1 (configuration not stated)
  A: -18	B: -8	C: -1	D: -14	E: 15	F: -0.8	G: -5	H: -5

structure: C=CCn1c(C)c(C(C)=O)c(N2CCN(C(c3ccccc3)c3ccccc3)CC2)nc1=S
  A: 13	B: 8	C: 12	D: -12	E: -1	F: 5.8	G: -1	H: -3

structure: O=C(O)C1CCCN1c1ncccc1[N+](=O)[O-] (configuration not stated)
  A: 4	B: -3	C: 16	D: -12	E: -32	F: -1.4	G: -11	H: -2

structure: C#CCOCCOCCOCCNc1nc(N2CCN(C(=O)CCCCCCCCCCNC(=O)[C@@H](CCSC)n3cc(CCO)nn3)CC2)nc(N2CCN(C(=O)CCCCCCCCCCNC(=O)[C@H](CCCN=C(N)N)n3cc(C[C@@H](C)CC)nn3)CC2)n1
  A: -49	B: 0	C: 69*	D: 46*	E: 22	F: -12	G: 10	H: -19

structure: Cc1cccc(NS(=O)(=O)c2cccc(C(=O)N3CCC3)c2)c1
  A: -22	B: -5	C: 20	D: -2	E: 14	F: -0.4	G: 0	H: -3

structure: CC(/C=N/NC(=O)c1ccccn1)=C\c1ccco1
  A: /	B: /	C: 7	D: 0	E: -140	F: 0.6	G: -8	H: 1

structure: CCN1CCN(CCNC(=O)c2cn(Cc3ccccc3F)nn2)CC1
  A: -20	B: 1	C: -19	D: 10	E: 2	F: 0.2	G: -9	H: -1

structure: Cc1ccccc1OCC(O)Cn1c(NCc2ccco2)nc2c1c(=O)n(C)c(=O)n2C (configuration not stated)
  A: -9	B: -4	C: -15	D: -4	E: 17	F: 0.8	G: -7	H: 2

structure: c1ccc(CSCc2ccccc2)cc1
  A: -24	B: -11	C: 15	D: -27	E: 34	F: 0.7	G: -5	H: -2

structure: CN1C(=O)CS/C1=N\NC(=O)COc1cccc2cccnc12
  A: 1	B: 4	C: 9	D: -8	E: 6	F: -2.6	G: -11	H: 0

structure: CSCCC(NC(=O)c1ccc([N+](=O)[O-])cc1Cl)C(=O)OCC(=O)NCC(F)(F)F (configuration not stated)
  A: 6	B: -2	C: 4	D: -2	E: 21	F: 8.2	G: -15	H: -4

structure: CCCC(=O)c1ccc(N2CCN(C(=O)c3ccccc3)CC2)c(F)c1
  A: 3	B: -4	C: -21	D: 7	E: -14	F: 2.4	G: -1	H: 0

structure: Cc1cc(C)n(CCc2nc(-c3ccc(F)cc3)cs2)n1
  A: 5	B: -9	C: 1	D: -8	E: 15	F: -0.5	G: -9	H: 3

structure: Cc1cccc(NC(=O)CNC(=O)Cn2ncc(Cl)c(Cl)c2=O)c1C
  A: 1	B: -4	C: -5	D: 11	E: 3	F: 0.2	G: 6	H: 0

structure: COCCNc1nnnc2c1sc1nc(N3CCOCC3)c3c(c12)CC(C)(C)OC3
  A: -15	B: -11	C: 22	D: -2	E: -87	F: -1.5	G: 22	H: 0

structure: Cc1ccc(C(C)(O)CS(=O)(=O)Cc2ccccc2)cc1 (configuration not stated)
  A: 11	B: 2	C: -2	D: -6	E: 10	F: 0.3	G: -1	H: -1

structure: Cc1ccc(-n2cc(CN3CCN(Cc4nccn4C)CC3)c(-c3ccc(F)cc3)n2)cc1
  A: 1	B: 6	C: 9	D: 2	E: 12	F: -2.6	G: -9	H: -2

structure: CC1(C2CC2)NC(=O)N(CC(=O)N2CCN(c3ccccc3Cl)CC2)C1=O (configuration not stated)
  A: -8	B: 11	C: 2	D: -7	E: 3	F: 0.1	G: -5	H: -1

structure: COC(=O)c1ccc(NC2=C(Cl)C(=O)OC2OC(=O)c2ccccc2)cc1 (configuration not stated)
  A: -2	B: 6	C: -30	D: 2	E: -22	F: 0.7	G: 20	H: -6

structure: COc1ccccc1CCc1nnc(CCC(=O)NC(C)Cc2cccnc2)o1 (configuration not stated)
  A: -1	B: -9	C: 2	D: -16	E: 2	F: 0.8	G: -11	H: 0

structure: COc1ccc(/C=C/C(=O)NC(CCSC)C(=O)O)cc1 (configuration not stated)
  A: 0	B: 7	C: 5	D: -6	E: 1	F: 0.0	G: -2	H: 1

structure: N#CCc1cccnc1Sc1ccc(Cl)cc1
  A: 1	B: -9	C: 7	D: -6	E: 22	F: 2.7	G: -5	H: 0

structure: COc1ccccc1CN(C)C(=O)c1ccccc1SCC(=O)N1CCCC1
  A: -7	B: -6	C: 2	D: -7	E: -192	F: -0.6	G: -6	H: -1

structure: CCN(CC)c1ccc(NC(=O)CSc2nc3ccccc3c(=O)[nH]2)cc1
  A: 8	B: 9	C: -14	D: 10	E: 8	F: 2.9	G: -5	H: -9

structure: CCN(CC)S(=O)(=O)c1cccc(N=NC2=C(O)CCCC2=O)c1
  A: 1	B: 3	C: -4	D: 0	E: 16	F: 1.4	G: -10	H: -2

structure: CC1(C)CC(=O)C(C=Nc2ccc3c(c2)OCO3)=C(O)C1
  A: -37	B: -6	C: 24	D: -7	E: -54	F: 2.3	G: 14	H: -20

structure: CCc1ccc(CNC(=O)C2CCC(=O)N2C2CCCCC2)cc1 (configuration not stated)
  A: -1	B: 2	C: -8	D: -3	E: 11	F: -1.4	G: 7	H: 2

structure: COc1ccc2nc(NC(=O)CSc3nc(C)cc(=O)[nH]3)sc2c1
  A: -1	B: -5	C: -16	D: -3	E: 4	F: 0.8	G: 5	H: 3

structure: C=CCn1c(SCC(=O)O)nc2sc(CC)cc2c1=O
  A: -4	B: 3	C: -13	D: -3	E: 2	F: 0.5	G: -4	H: 0

structure: O=C(N/C(=C/c1cccc([N+](=O)[O-])c1)C(=O)N1CCOCC1)c1ccccc1Br
  A: 3	B: 7	C: -20	D: 4	E: 21	F: -0.8	G: 2	H: -1

structure: CN1CCC(=NNC(=O)C(=O)NC(C)(C)C)CC1
  A: 1	B: -5	C: 5	D: -1	E: 21	F: -0.3	G: 2	H: -1

structure: COc1ccc(CC(=O)N[C@@H](CCSC)c2nc3ccccc3[nH]2)cc1
  A: -2	B: 2	C: 8	D: -9	E: 2	F: -1.3	G: 2	H: 1

structure: COc1ccc(Nc2nc(C)c3ccccc3n2)cc1
  A: 45	B: 36	C: 18	D: -13	E: 6	F: -4.4	G: 5	H: 38*

structure: O=C1CSC(c2ccccn2)N1c1ccc(Cl)c(Cl)c1 (configuration not stated)
  A: -3	B: -8	C: 6	D: -10	E: 31	F: -1.1	G: 2	H: 1

structure: CC(c1nccs1)N(C)C(=O)c1cn(Cc2cccc3ccccc23)nn1 (configuration not stated)
  A: 7	B: 0	C: -2	D: 0	E: 8	F: -1.0	G: -1	H: 0

structure: N#Cc1ccc(NC(=O)Nc2ccc(Cl)cc2)cc1
  A: -17	B: 1	C: 18	D: -19	E: 20	F: 105*	G: 1	H: 34*

structure: CC(/C=C/c1ccc(OCc2ccccc2)cc1)=N\O
  A: 43	B: 70*	C: 5	D: 29	E: 6	F: 1.3	G: -6	H: 6

structure: O=C(NC1CCCCCCC1)c1cc(F)c(F)cc1Cl
  A: 11	B: 1	C: -6	D: 10	E: 19	F: 2.2	G: -2	H: 1

structure: S=C(N/N=C/c1ccccc1Cl)Nc1ccccc1
  A: 0	B: 8	C: -3	D: -1	E: 6	F: 1.1	G: -6	H: -7

structure: N#CCC(=O)N1CCN(C(c2ccccc2)c2ccccc2)CC1
  A: -2	B: -2	C: 0	D: 0	E: 14	F: 2.4	G: 0	H: 0

structure: COc1ccc(S(=O)(=O)N(C)CC(=O)Nc2ccc(C(F)(F)F)cc2)cc1Cl
  A: 0	B: -3	C: 4	D: -7	E: 8	F: -0.3	G: -1	H: -2

structure: Cc1cc(C)n(-c2cccc(CN3CCC(CO)(Cc4ccccc4)CC3)c2)n1
  A: -30	B: 2	C: 0	D: -1	E: 5	F: -0.5	G: -15	H: -4

structure: N#CC(=C=[N-])c1nc2ccccc2nc1-[n+]1ccccc1
  A: 2&13	B: -5&1	C: 7&8	D: 2&-12	E: 24&10	F: 1.2&2.3	G: -1&-2	H: 1&2

structure: CCN1CCN(c2nc3ccccc3n3cnnc23)CC1
  A: -6	B: 10	C: -1	D: -8	E: -8	F: 0.8	G: -2	H: -2

structure: Cn1c(=O)c(=O)n(C)c2cc(S(=O)(=O)N3CCOc4ccccc43)ccc21
  A: -4	B: -1	C: 7	D: 0	E: 7	F: -0.2	G: 2	H: 0

structure: CN1C(=O)CSc2ccc(NC(=O)N3CCN(c4ccccn4)CC3)cc21
  A: -3	B: 11	C: -9	D: 13	E: 21	F: 1.0	G: 22	H: 1

# (more compounds)
# Short keys – A = SENP6 block; B = SENP7 inh; C = PfG6PD inh; D = ATG4B inhibitor; E = SENP8 block; F = MPTP inh; G = HKDC1 inh; H = GRIN3A LBD mod
structure: Cc1c(C(=O)NC(=S)N(Cc2ccccc2)c2ccccn2)cccc1[N+](=O)[O-]
  A: -2	B: -5	C: 35	D: 0	E: 9	F: -1.2	G: 6	H: 1

structure: CSc1nc2c(cc1C#N)CCC2
  A: -11	B: -2	C: 1	D: -2	E: -11	F: 1.7	G: 4	H: -1

structure: Cc1ccc(C(=O)COC(=O)c2cn(-c3ccccc3)nc2-c2ccccc2)cc1[N+](=O)[O-]
  A: -13	B: 1	C: 10	D: 5	E: 26	F: 1.6	G: -9	H: -3

structure: Cc1c(C(=O)NNC(=O)c2ccncc2)oc2ccc(Br)cc12
  A: -6	B: -11	C: -23	D: 6	E: 1	F: 0.7	G: -4	H: 1

structure: CSCCC(NC(=O)/C(=C/c1ccc2c(c1)OCO2)NC(=O)c1cccc([N+](=O)[O-])c1)C(=O)O (configuration not stated)
  A: -10	B: 4	C: -14	D: -1	E: 5	F: -0.7	G: 4	H: 0

structure: O=C(CCS(=O)(=O)c1ccccc1Cl)NCCC1=CCCCC1
  A: 20	B: -3	C: -2	D: -6	E: 15	F: -2.1	G: 3	H: -3

structure: O=c1c2c3c(sc2n2cnnc2n1-c1ccccc1)N(Cc1ccccc1)CCC3
  A: -7	B: 3	C: 24	D: -9	E: /	F: /	G: 7	H: -2

structure: CCC1=C(OC(=O)N(CC)CC)N2C(=O)OC(=NCC3CC3)[C@]2(C)[C@H]2C1=CC[C@H]1C(=O)NC(=O)[C@H]12
  A: 0	B: 8	C: -7	D: -4	E: 16	F: 0.4	G: 0	H: 4

structure: CC1CCN(Cc2nnnn2CCCC(=O)N(C)C(C)c2ccccn2)CC1 (configuration not stated)
  A: -19	B: -8	C: -6	D: -1	E: 10	F: -1.3	G: 1	H: -1
